# Assay outcomes: PubChem, National Center for Advancing Translational Sciences (NCATS)
# PGK inhibitor: qHTS Assay to Find Inhibitors of Phosphoglycerate Kinase; Phosphoglycerate kinase, glycosomal (Trypanosoma brucei brucei), P07378; PGK/GAPDH coupled, Kinase-Glo luminescence, 60 min; Potency, µM (highest dose often 57.5 µM), inactives show top-dose activity change, negative = inhibition, most hits filed as inhibitors; hit rate 0.043% among 380,000; AID 602233, 2012; note: potency is the fitted concentration of half-maximal effect; % is set by controls: 0 for no effect and ±100 for the full control effect; nearly all actives have a fitted effect of over 60% in size
#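 Recombinant glycosomal PGK reaction used 1,3-bisphosphoglycerate generated in-well by GAPDH (100nM final) in 100mM TEA pH 7.6, 5mM MgCl2, 0.01% Tween-20. After 60 minutes at room temperature, ATP was read by Kinase-Glo Plus luminescence end-point.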
# Pin1 inhibitor: qHTS Assay to Find Inhibitors of Pin1. Pin1 FP peptide displacement, HiFluor488, 10 min. Potency, µM (titrated, usually from 115 µM), without a hit: at the highest dose activity, negative = inhibition, most hits filed as inhibitors. hit rate 0.009% among 390,000. AID 504891, 2011; active = well fitted inhibition curve with a large enough effect in the polarisation, with a control signal flat, not every such curve was filed as active; inconclusive = small, poorly fitted or top-dose-only effect, or effect the other way, or a change in a side signal; inactive = no such curve, though single readings can be large or run the other way; the % refers to the polarisation; note: potency is the fitted concentration of half-maximal effect; % is set by controls: 0 for no effect and ±100 for the full control effect
# Target sequence (Q13526 whole entry, looked up): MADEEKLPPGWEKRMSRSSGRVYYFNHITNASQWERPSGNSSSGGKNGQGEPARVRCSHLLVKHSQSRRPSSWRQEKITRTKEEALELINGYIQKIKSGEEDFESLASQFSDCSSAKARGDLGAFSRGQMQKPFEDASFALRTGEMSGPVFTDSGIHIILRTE
# rTrxR1 inhibitor: qHTS Assay for Inhibitors of Mammalian Selenoprotein Thioredoxin Reductase 1 (TrxR1): qHTS; Thioredoxin reductase 1, cytoplasmic (Rattus norvegicus), O89049; recombinant rTrxR1, NADPH fluorescence consumption, selenite substrate; Potency, µM (top dose mostly 114 µM), for the others: at the top dose activity change, negative = inhibition, hits mostly inhibitors; hit rate 1% among 390,000; AID 588453, 2011; note: potency is the fitted concentration of half-maximal effect; % is set by controls: 0 for no effect and ±100 for the full control effect; nearly all actives have a fitted effect of over 65% in size
#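 Rat TrxR1 (90 nM in the dispensed reagent) was pre-reduced with 400 uM NADPH for 5 min at room temperature, then incubated with compound for 15 min. After 400 uM selenite was added, NADPH fluorescence (Ex 340/Em 450 nm) was followed for 8 min.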
# mIDH1 inhibitor: qHTS for Inhibitors of mutant isocitrate dehydrogenase 1 (IDH1): qHTS. IDH1-R132H enzyme, NADPH consumption, diaphorase/resazurin fluorescence. Potency, µM (titrated, usually from 76.6 µM), inactives show at the highest dose activity change, negative = inhibition, most hits filed as inhibitors. hit rate 0.093% among 390,000. AID 602179, 2012; note: potency is the fitted concentration of half-maximal effect; % is set by controls: 0 for no effect and ±100 for the full control effect; nearly all actives have a fitted effect of over 65% in size
#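 IDH1-R132H (0.5 ug/mL dispensed) in pH 7.5 Tris buffer was preincubated 30 min with compound, then given a substrate mix of 0.016 mM NADPH and 2 mM alpha-KG for 80 min at room temperature; remaining NADPH was read by diaphorase/resazurin fluorescence.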
# TrxR1 substrate: qHTS Assay for Substrates of Mammalian Selenoprotein Thioredoxin Reductase 1 (TrxR1): qHTS | Thioredoxin reductase 1, cytoplasmic (Rattus norvegicus), O89049 | purified TrxR1 substrate turnover, NADPH consumption readout | Potency, µM (titrated, usually from 114 µM), for inactives: at the top dose activity change, negative = substrate turnover | hit rate 0.01% among 390,000; note: potency is the fitted concentration of half-maximal effect; % is set by controls: 0 for no effect and ±100 for the full control effect; nearly all actives have a fitted effect of over 50% in size
#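 Rat TrxR1, dispensed at 90 nM, was prereduced with 400 uM NADPH (final) for 5 min at ~22 deg C, then incubated with compound 15 min before 400 uM selenite. A first-read NADPH fluorescence drop versus no-compound background flagged substrates.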
# USP1 inh: Inhibitors of USP1/UAF1: Primary Screen. Ubiquitin carboxyl-terminal hydrolase 1 (Homo sapiens), O94782. recombinant USP1/UAF1, Ub-Rhodamine cleavage fluorescence. Potency, µM (top dose mostly 57.1 µM), for inactives: at the top dose activity change, negative = inhibition, usual class: inhibitors. hit rate 0.23% among 390,000. AID 743255, 2014; note: potency is the fitted concentration of half-maximal effect; % is set by controls: 0 for no effect and ±100 for the full control effect; nearly all actives have a fitted effect of over 60% in size; inactives centre near -12
# Target sequence (O94782 whole entry, looked up): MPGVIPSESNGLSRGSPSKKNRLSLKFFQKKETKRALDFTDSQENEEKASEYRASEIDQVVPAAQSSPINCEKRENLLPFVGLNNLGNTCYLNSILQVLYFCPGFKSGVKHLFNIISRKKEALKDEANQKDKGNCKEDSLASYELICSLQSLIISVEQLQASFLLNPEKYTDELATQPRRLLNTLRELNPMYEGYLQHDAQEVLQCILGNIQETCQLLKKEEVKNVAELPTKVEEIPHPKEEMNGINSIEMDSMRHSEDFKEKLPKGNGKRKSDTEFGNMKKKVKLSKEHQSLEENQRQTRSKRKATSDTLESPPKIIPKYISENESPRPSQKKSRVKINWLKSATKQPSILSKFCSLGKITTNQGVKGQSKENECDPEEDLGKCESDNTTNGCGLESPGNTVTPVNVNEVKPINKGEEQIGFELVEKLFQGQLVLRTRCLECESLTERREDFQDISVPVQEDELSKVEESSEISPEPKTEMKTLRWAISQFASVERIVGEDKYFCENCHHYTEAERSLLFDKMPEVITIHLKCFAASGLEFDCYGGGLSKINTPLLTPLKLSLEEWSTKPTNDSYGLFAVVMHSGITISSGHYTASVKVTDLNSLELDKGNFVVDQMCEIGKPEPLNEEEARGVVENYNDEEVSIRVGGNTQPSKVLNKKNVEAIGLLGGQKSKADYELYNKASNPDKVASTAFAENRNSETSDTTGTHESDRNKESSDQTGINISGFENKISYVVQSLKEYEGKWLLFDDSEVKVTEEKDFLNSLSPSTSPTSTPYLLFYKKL
#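 USP1/UAF1 complex at 1 nM was preincubated with compound for 15 min at room temperature, then Ub-Rho substrate (150nM final) was added. Fluorescence (480/540 nm) was read kinetically, 6 reads every 60 seconds.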
# PI4K2A block: qHTS for small molecular inhibitors of PI4K2A; purified PI4K2A, ADP-Glo luminescence, 1 h; active compounds read low; activity change, negative = inhibition, % at 76.9 µM; hit rate 0.13% among 420,000; in the data active = activity change below about -50%; inconclusive = mostly about -30% to -49%;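 note: -100% = wells without enzyme as full effect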
#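 ADP-Glo luminescence measured ADP generated by PI4K2A enzyme (4 ug/mL before mixing) with 1.2 mM PI substrate (pre-mix) and 300 microM ATP (pre-mix). Tris pH7.5 buffer with MgCl2, Triton X-100; 1 h reaction at ambient temperature.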
# HP1b chromo inh: HTS for Inhibitors of HP1-beta Chromodomain Interactions with Methylated Histone Tails; hit rate 0.56% among 390,000; Potency, µM (top dose mostly 114 µM), without a hit: at the highest dose activity change, negative = inhibition, most hits filed as inhibitors; AID 540317, 2011; Chromobox protein homolog 1 (Homo sapiens), P83916; AlphaScreen HP1-beta / biotin-H3K9me3 peptide binding; note: potency is the fitted concentration of half-maximal effect; nearly all actives have a fitted effect of over 70% in size; inactives centre near 23
#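 Compound inhibition of the preformed complex between 50 nM HP1-beta and 50 nM biotinylated H3K9me3 peptide was read by AlphaScreen. Buffer was PBS pH 7.4 with 0.01% Tween-20. Incubations ran 30 min at room temperature, with 10 ug/mL donor/acceptor beads.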
# GLS inh: qHTS for Inhibitors of Glutaminase (GLS); hit rate 0.21% among 410,000; Glutaminase kidney isoform, mitochondrial (Homo sapiens), O94925; AID 624170, 2012; Potency, µM (top dose mostly 45.5 µM), for the others: at the highest dose activity change, negative = inhibition, usual class: inhibitors; GLS enzymatic activity, qHTS titration; note: potency is the fitted concentration of half-maximal effect; % is set by controls: 0 for no effect and ±100 for the full control effect
#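 Coupled fluorescence readout: glutamate oxidase/HRP/Amplex Red detect glutamate formed by hKGA from L-glutamine (1 mM solution added). Buffer 45 mM KH2PO4 pH 8.2, 0.02% Tween-20; reads at t0 and 30 min RT.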
# Numbers without * were called inactive; i = inactive; ? = inconclusive; . = no result given; [ ] = remark or other dose. Unless noted, calls come from the whole dose curve; as a rule, active = well fitted curve in the direction sought with a large enough effect; inconclusive = small, poorly fitted or top-dose-only effect, or another doubt; inactive = no such curve, though single readings can be large; an effect the other way counts as inactive or inconclusive. The list is partial; count on the stated rates, not on these rows.
Compound	PGK inhibitor	Pin1 inhibitor	rTrxR1 inhibitor	mIDH1 inhibitor	TrxR1 substrate	USP1 inh	PI4K2A block	HP1b chromo inh	GLS inh
CCOc1ccc(Nc2nc(N)c([N+](=O)[O-])c(NCc3ccccc3)n2)cc1	3%	0%	18%[57.1 µM]	8%	5%[57.1 µM]	4%	2	5%	5%
C[C@@H](C(=O)Nc1ccc2ccccc2c1)[C@H]1C[C@]1(C)[C@H](NC(=O)c1cccnc1)c1ccccc1	-9%	-5%	10%	-1%	-3%	-26%	-2	20%	3%
COc1ccc(-n2cnc3cc(C(=O)NCCC4=CCCCC4)ccc32)cc1	i	12%	9%[57.1 µM]	8%	-3%[57.1 µM]	-26%	2	34%	-4%
COc1cc(Br)c(CCNC(=O)Cc2ccccc2)cc1OC	-12%	-7%	5%	0%	-2%	-18%	-4	22%	0%
CC(C)OC(=O)Nc1ccc(Oc2c(F)c(F)c(F)c(F)c2F)cc1	4%	-3%	5%	-1%	-6%	-2%	-6	25%	4%
COc1cc(NC(=O)C/C(C)=N/NC(=O)Cc2ccc(Cl)cc2)c(OC)cc1Cl	-7%	0%	3%	-5%	-7%	-13%	0	26%	-4%
CCOc1cccc(/C(O)=C2/C(=O)C(=O)N(Cc3ccco3)C2c2ccncc2)c1 (stereo unspecified)	-7%	-9%	?	0%	-9%	-7%	-3	42%[activator]	10%
CC(=O)COc1c(-c2ccco2)oc2ccccc2c1=O	-6%	-15%	-18%	-4%	24%	-24%	11	30%[activator]	0%
CC(C)NC(=O)c1ccc(COCC(F)(F)C(F)F)cc1	-1%	-9%	30%	9%	9%	0%	-1	11%	1%
CC(=O)c1cccc(NC(=O)c2ccco2)c1	-6%	-7%	-15%	0%	-13%	2%	2	34%	6%
Cc1ccc(S(=O)(=O)NCCC(=O)Nc2ccc(Cl)c(Cl)c2)cc1C	.	?	30%	4%	-4%	-2%	3	39%[activator]	3%
Cc1ccc2c(c1)c(-c1ccccc1)nc1nnnn12	-2%	5%	12%[57.1 µM]	5%	1%[57.1 µM]	-17%	-1	-1%	7%
O=S(=O)(c1ccc(Cl)cc1)c1cc(O)ccc1O	4%	-14%	?	12%	-4%	3%	0	?	30%[activator]
COc1ccc(C)cc1NC(=O)Cn1cnc2sc(C)c(S(=O)(=O)N3CCOCC3)c2c1=O	-8%	0%	12%	0%	5%	-19%	-4	56%[activator]	7%
CC1CCCCC1NC(=O)C1CCN(S(=O)(=O)c2cccc3nsnc23)CC1 (stereo unspecified)	-3%	-4%	21%	-2%	13%	-24%	-1	13%	5%
COc1ccc(CC(=O)OCc2nnc(C3COc4ccccc4O3)o2)cc1OC (stereo unspecified)	i	-2%	31%	3%	11%	-19%	4	34%	0%
COc1cc(/C=C2\C(C)=C(C#N)c3nc(N)c(C#N)c(C)c32)ccc1OCC(=O)O	-6%	2%	32µM*	?	10%	-19%	-2	6%	?
CCCc1nnc(SCC(=O)Nc2cccc(C(F)(F)F)c2)o1	-2%	-12%	15%	22%	0%	-2%	3	0%	-11%
Cc1noc(C(=O)N2CCN(c3ccc(F)cc3)CC2)c1Cl	-5%	-3%	27%	-3%	6%	-27%	0	40%[activator]	8%
FC(F)(F)c1cc(C(F)(F)F)c2ccc(N3CCN(c4ccc(Cl)cc4)CC3)nc2n1	2%	-6%	-2%	-2%	-4%	-24%	6	31%	.
O=C(c1cc2n(n1)C(C(F)(F)F)CC(c1ccco1)N2)N1CCN(c2ccccn2)CC1 (stereo unspecified)	-3%	7%	-8%	3%	-8%	0%	1	21%	-1%
CN(CC(=O)NCc1ccc2c(c1)OCO2)S(=O)(=O)c1ccc(Br)s1	-9%	17%	13%[57.1 µM]	7%	-8%[57.1 µM]	-16%	-2	29%	-5%
O=C1c2ccccc2C(=O)c2c1cccc2N1CCN(Cc2ccccc2)CC1	-4%	4%	11%	3%	5%	-3%	-11	?	7%
O=C(OCc1ccccc1Cl)c1cc([N+](=O)[O-])ccc1N1CCOCC1	0%	-2%	15%	-4%	-6%	-21%	0	10%	5%
CC(C)COC(=O)c1nnsc1NC(=O)Nc1ccccc1	-6%	2%	26%	4%	11%	-17%	-2	13%	16%
CC(C)c1ccc(N2C(=O)CSC23C(=O)N(C)c2ccccc23)cc1 (stereo unspecified)	i	-4%	12%	-13%	-1%	-24%	-1	5%	-8%
COc1cc(OC)c(C2=NOC(C(=O)NCCc3ccccc3)C2)cc1Cl (stereo unspecified)	-5%	2%	11%	-1%	5%	-2%	-2	14%	4%
CCN(CC)S(=O)(=O)c1cc(C(=O)O)ccc1Cl	1%	-6%	-7%[11.4 µM]	3%	8%[57.1 µM]	-11%	-6	28%	1%
Cc1cc(Nc2ccc(C(C)C)cc2)nc(-n2nc(C)cc2C)n1	-8%	-1%	18%[57.1 µM]	14%	3%[57.1 µM]	?	0	19%[57 µM]	0%
Cc1c(NC(=O)CSC2=C(C#N)C(c3ccccc3F)CC(=O)N2)c(=O)n(-c2ccccc2)n1C (stereo unspecified)	3%	-4%	-5%	1%	-8%	-21%	-3	34%	-7%
COc1ccc(CCNC(c2ccc(F)cc2)c2nnc(-c3ccccc3Cl)o2)cc1OC (stereo unspecified)	-9%	1%	12%	-3%	-3%	-29%	-5	14%	15%
CC1Cc2cc(/C(O)=C3/C(=O)C(=O)N(CCCN4CCOCC4)C3c3ccc(C(C)C)cc3)ccc2O1 (stereo unspecified)	-11%	-3%	?	-6%	-9%	-8%	2	13%	10%
CC(C)C(=O)Nc1cccc(NC(=S)NC(=O)c2cccs2)c1	-5%	1%	-14%	11%	-4%	-13%	-4	21%	2%
CCN(CCn1cccn1)C(=O)CC1C(=O)NCCN1CCc1ccccc1 (stereo unspecified)	-4%	?	-31%	-1%	-9%	-3%	2	2%	10%
CCS(=O)(=O)NCCc1csc2nc(-c3ccc(OC)cc3)nn12	-5%	-3%	12%[57.1 µM]	7%	2%[57.1 µM]	-4%	0	37%	-3%
COc1ccc(NC(=O)Cn2nnc(-c3ccccc3N)n2)cc1OC	-9%	-13%	2%	1%	2%[57.1 µM]	13%	0	12%	-6%
CCN(CC)C(=O)/C(=C/c1cn(S(=O)(=O)N(C)C)c2ccccc12)NC(=O)c1ccc(OC)cc1	i	0%	22%[57.1 µM]	2%	-17%[57.1 µM]	?	0	14%	5%
CC(C)c1ccc(C(=O)NCCCNC(=O)c2cnccn2)cc1	4%	?	14%	10%	2%	-10%	-1	21%	3%
Cc1cc(=O)oc2cc(OC(C)C(=O)O)c(Cl)cc12 (stereo unspecified)	-13%	-14%	-29%	1%	53%[activator]	-3%	-4	27%	-2%
O=C(CCn1c(=O)oc2ccccc21)N1CCCCCC1	-5%	-1%	3%	-6%	3%	1%	-4	26%	-1%
CCOC(=O)c1c(NC(=O)COC(=O)Cc2n[nH]c(=O)c3ccccc23)sc(C(=O)NC)c1C	1%	-3%	-12%	-7%	-11%	-7%	-3	38%	6%
Cc1ccc(CNc2ncnc3[nH]ncc23)o1	.	2%	-14%	.	-9%	.	.	8%	.
COc1ccccc1C1Nc2ccccc2NC2=C1C(=O)CC(C)(C)C2 (stereo unspecified)	-8%	-3%	12%[57.1 µM]	7%	3%[57.1 µM]	-4%	-6	14%	-6%
Fc1ccc(C(NCCc2ccc(Cl)cc2)c2nnc(-c3ccccc3)o2)c(Cl)c1 (stereo unspecified)	-2%	20%	9%	18%	2%	-17%	-2	157%[activator]	2%
CC(=O)N1c2ccc(S(=O)(=O)NCCC(=O)NCCc3cccc(C)c3)cc2CC1C (stereo unspecified)	-2%	-7%	24%	0%	0%	-25%	4	57%[activator]	-17%
CSc1nc(NCc2ccco2)c2ccccc2n1	7%	-4%	-2%	6%	13%	3%	8	-29%	4%
Clc1ccc(-c2noc3ncnc(NCCCN4CCN(c5ccccc5)CC4)c23)cc1	-8%	-4%	8%	6%	2%	-23%	0	-13%	11%
COc1ccccc1Nc1nn2c(=O)c3ccc(C(=O)NC(C)c4ccccc4)cc3nc2s1 (stereo unspecified)	0%	5%	16%	-2%	-2%	-9%	2	-3%	-8%
O=C(NCCCN1CCCC1=O)Nc1ccc(Cl)cc1	1%	1%	17%	-1%	11%	-15%	5	28%	-1%
